Compound activity: PubChem, several laboratories
CRFR2-BP ag: agonists of CRF-BP/CRF-R2 complex, primary screen, cell-based, HEK293, calcium dye fluorescence, uHTS. AID 588473, 2011. activation, % at 13.2 µM. 0.46% of 350,000 active. CRF-binding protein / CRF receptor 2 complex (human). calcium dye fluorescence (FLIPR); percent of saturating CRF peptide response;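 active = activation of at least 50%, plus an integration ratio under a set limit after plate pattern correction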;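 also: plate controls were neutral control wells without compound for no effect and CRF at EC100 for full effect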
CRFR2-BP antag: antagonists of CRF-BP/CRF-R2 complex, primary screen, cell-based, HEK293, calcium dye fluorescence, uHTS; CRF-induced calcium fluorescence; 0.59% of 350,000 active; AID 588475, 2011; inhibition, % at 11.8 µM;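 active = inhibition of the ligand-induced calcium signal above about 50% at the single tested concentration, limit read from the data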
p-CIP stab down: p/CIP-EGFP fusion destabilizers, primary screen, fluorescence, F442A cells; 0.01% of 290,000 active; decrease of EGFP signal, % at 10 µM; 16 h; Q05BA5; AID 1984, 2009;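 active = EGFP signal decrease of at least 30% at 10 µM or well 3 SD below plate mean, unless failing retest; inactive = the rest, including hits failing retest or dose response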; also: some compounds called inactive have numbers as strong as hits; many of its hits are not listed in these tables
IDE cell inh: human IDE inhibitors in live cells, primary screen, fluorescence polarization, HEK cells, FAbetaB substrate | Insulin-degrading enzyme (Homo sapiens), P14735 | AID 434962, 2010 | 0.41% of 320,000 active | FAbetaB cleavage | inhibition, % at 5.59 µM;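 active = percent inhibition above the average of all tested compounds plus 3 SD, set per screening campaign, cut at about 16% in these data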;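 also: IDE supplied by intact live HEK cells; FP after avidin binding of uncleaved biotin substrate so inhibition keeps polarization high; 0% = DMSO wells and 100% = 60 µM reference IDE inhibitor Ii1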
IDE act: human IDE activators in live cells, primary screen, fluorescence polarization, HEK cells, FAbeta-B substrate. Insulin-degrading enzyme (Homo sapiens), P14735. FAbeta-B cleavage; 0% vehicle, 100% cell-free pure enzyme wells. activation, % at 5.96 µM. 0.073% of 340,000 active;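 active = activation above the mean of all tested compounds plus 3 SD, set per screening campaign, cut at about 17% in these data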
M4 PAM: human M4 muscarinic receptor positive allosteric modulators, primary screen, CHO-K1 cells, Fluo-8 calcium fluorescence; Muscarinic acetylcholine receptor M4 (Homo sapiens), P08173; CHO-K1 hM4/Gqi5, ACh EC20; 0% = ACh EC20, 100% = maximal ACh; activation, % at 3 µM; 0.4% of 360,000 active; AID 624126, 2012;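 active = activation above its plate's cutoff, the mean activation of sample wells plus 3 SD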; also: some results filed as inactive read as strong as hits
Target sequence (P08173 whole entry, looked up): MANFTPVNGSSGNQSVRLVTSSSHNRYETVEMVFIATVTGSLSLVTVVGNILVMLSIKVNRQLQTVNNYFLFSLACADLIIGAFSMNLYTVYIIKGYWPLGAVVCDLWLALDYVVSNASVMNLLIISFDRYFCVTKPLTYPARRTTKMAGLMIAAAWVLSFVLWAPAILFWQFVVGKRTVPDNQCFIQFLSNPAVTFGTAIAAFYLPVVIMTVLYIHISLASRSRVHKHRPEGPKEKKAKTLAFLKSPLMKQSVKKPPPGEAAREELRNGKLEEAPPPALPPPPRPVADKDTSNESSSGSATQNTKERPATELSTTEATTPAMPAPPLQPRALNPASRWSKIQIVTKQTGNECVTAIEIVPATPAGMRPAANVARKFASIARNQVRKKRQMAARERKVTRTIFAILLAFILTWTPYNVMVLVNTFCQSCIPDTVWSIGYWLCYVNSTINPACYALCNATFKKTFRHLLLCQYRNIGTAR
MEKK3 PB1 HTS: modulators of MEKK3-MEK5 PB1 binding, primary screen, biochemical, wildtype MEKK3, multiplex bead flow cytometry, Alexa488-MEK5; Mitogen-activated protein kinase kinase kinase 3 (Homo sapiens), Q99759; bead-based flow cytometry, Alexa488-MEK5 binding to MEKK3; actives lie on both sides; 0 = blocked by unlabeled MEK5, 100 = vehicle; 1.4% of 290,000 active; binding response (% of control), % at 10 µM;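 active = binding response more than 3 SD above or below the average of its plate-row segment, actives on both sides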;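 also: Alexa488 bead fluorescence after subtracting the streptavidin-only scavenger bead signal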
GalR3 antagonist: GalR3 antagonists in HEK293 cells, primary screen, cell-based, fluorescence readout; HEK293 GalR3-CNG cAMP membrane potential fluorescence; galR3 body fused to GalR1 C-terminus; inhibition, % at 3 µM; Galanin receptor type 3 (Homo sapiens), O60755; 0.44% of 360,000 active;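 active = inhibition above the screen-wide average plus 3 SD, cut at about 13% in these data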;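 also: forskolin and galanin both at EC90 stimulate the cells; cAMP rise reported by CNG channel membrane potential dye signal; 0% = forskolin plus galanin with DMSO and 100% = forskolin alone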
Target sequence (O60755 1-299 limits assumed): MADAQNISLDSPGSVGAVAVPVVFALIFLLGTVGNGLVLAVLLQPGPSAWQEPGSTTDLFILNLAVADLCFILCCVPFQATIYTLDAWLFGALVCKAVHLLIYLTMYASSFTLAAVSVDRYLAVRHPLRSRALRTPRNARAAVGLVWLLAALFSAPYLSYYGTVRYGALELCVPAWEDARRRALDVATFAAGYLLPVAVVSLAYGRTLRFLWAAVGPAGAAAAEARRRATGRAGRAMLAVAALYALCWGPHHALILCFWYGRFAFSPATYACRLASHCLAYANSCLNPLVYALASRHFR
PHOSPHO1 block: PubChem AID 1565. inhibition, % at 13.3 µM. 1.1% of 290,000 active. Phosphoethanolamine/phosphocholine phosphatase (Homo sapiens), Q8TCT1. recombinant PHOSPHO1, absorbance phosphatase assay; in the data active = inhibition above about 60%
Target sequence (Q8TCT1 whole entry, looked up): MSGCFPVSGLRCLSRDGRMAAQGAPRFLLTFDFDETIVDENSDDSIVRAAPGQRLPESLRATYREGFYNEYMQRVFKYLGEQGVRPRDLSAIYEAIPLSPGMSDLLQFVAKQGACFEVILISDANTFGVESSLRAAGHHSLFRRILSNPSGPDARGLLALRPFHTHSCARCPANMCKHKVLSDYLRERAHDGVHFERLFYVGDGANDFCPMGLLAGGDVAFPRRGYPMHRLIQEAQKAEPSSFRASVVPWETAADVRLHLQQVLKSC
Starred values were filed as active, the others as inactive; / = no result given; & = joins results of further samples; [ ] = remark or other dose.

SMILES	CRFR2-BP ag	CRFR2-BP antag	p-CIP stab down	IDE cell inh	IDE act	M4 PAM	MEKK3 PB1 HTS	GalR3 antagonist	PHOSPHO1 block
CCOc1cc(C(=O)OCC(=O)Nc2ccc(Cl)cn2)ccc1OCC(=O)N1CCOCC1	3.0	-5	2	2	1	-2	92	-6	19
CN(C(=O)C12CC3CC(CC(C3)C1)C2)C1CCS(=O)(=O)C1 (configuration not stated)	-1.8	-15	-14	2	0	-3	100	-1	-14
COCC(=O)N(CCc1ccccc1)Cc1cc2cc(C)ccc2nc1Cl	-1.6	-15	-4	-2	5	2	108	-12	3
Cc1ccc(N(CC(O)CN2CCCCC2)S(=O)(=O)c2ccccc2[N+](=O)[O-])cc1 (configuration not stated)	-0.7	-18	-2	-1	0	-1	97	-7	24
CCOc1cc(-c2nc(-c3ccccc3OC)no2)cc(OCC)c1OCC	2.1	14	-10	8	2	0	96	-2	-44
O=C1C(c2ccccc2)NC(=S)N1C1CCCCC1 (configuration not stated)	0.0	-5	5	1	4	-2	107	-10	-36
O=C(CN1C(=O)CCS(=O)(=O)c2ccccc21)Nc1cccc(Cl)c1	-1.2	3	-2	5	3	2	94	-3	8
Nc1cc(C(=O)OCC(=O)NNC(=O)c2cccs2)ccc1Cl	-0.3	-1	/	-1	1	-10	/	0	/
COc1ccc(CCNS(=O)(=O)c2cccs2)cc1	0.3	1	1	-3	0	4	103	-2	-63
CCc1ccc(N2CC(C(=O)N/N=C/c3ccccc3)CC2=O)cc1 (configuration not stated)	0.1	-10	/	1	1	-3	/	1	/
COc1ccc(NC(=S)N2CCN(S(C)(=O)=O)CC2)cc1	-2.1	14	-11	0	4	6	98	2	10
COc1cc(CC(=O)OC2CCOC2=O)cc(OC)c1OC (configuration not stated)	3.6	-10	-1	2	0	7	99	-1	30
N#C/C(=C\c1ccccc1[N+](=O)[O-])c1nc(C2CC2)cs1	0.3	-4	-4	-2	1	-17	96	4	-8
COc1ccccc1CNC(=O)COC(=O)c1ccc(Cl)nc1	-2.7	14	/	3	2	1	/	-5	/
O=C(OCC(=O)N1CCc2ccccc21)c1n[nH]c(=O)c2ccccc12	-1.8	-3	/	6	0	5	/	8	/
O=C(O)c1cc(NS(=O)(=O)c2ccc(NC3CCCCC3)c([N+](=O)[O-])c2)cc(C(=O)O)c1	0.5	6	-6	-6	2	-11	102	-3	24
O=c1cnnc(Nc2ccc(Nc3ccccc3)cc2)[nH]1	2.9	15	-9	-6	-2	-2	101	8	-18
O=C(CCn1c(=O)oc2ccccc21)Nc1ccc(N2CCOCC2)cc1	2.6	-3	-11	-1	4	-2	105	-10	27
Cc1ccc2[nH]c(=O)cc(C(=O)OCC(=O)c3ccccc3)c2c1	-0.4	-53	-6	-4	0	7	90	-3	-3
COc1cc(C(=O)Nc2ccc3c(c2)C(=O)c2ccccc2C3=O)cc(OC)c1OC	-1.2	-1	-5	3	-2	2	92	4	-15
Nc1cc(=O)[nH]c(SCC(=O)Nc2ccccc2Sc2ccc(Cl)cc2)n1	0.8	10	-4	7	3	-4	97	-3	-9
O=C(N/N=C/c1ccc(Cl)cc1)C1CC12CCC2 (configuration not stated)	0.3	-7	-8	-7	3	4	91	-4	-12
Cc1cc(S(=O)(=O)Nc2ccccc2C)ccc1F	-1.6	10	-10	5	4	6	110	-5	-32
CCN(C(=O)c1c([N+](=O)[O-])cnn1C)c1ccccc1	-0.9	15	/	/	/	4	/	-6	/
Cc1ccccc1NC(=O)c1sc(Cl)nc1C	-0.8	2	-5	2	0	11	113	5	1
O=C(O)c1ccc(Nc2ccc3nonc3c2[N+](=O)[O-])cc1	-0.7	-3	2	4	4	-4	107	-8	36
COc1ccc(C(O)(CC(C)C)C(CN2CCOCC2)c2ccccc2)cc1 (configuration not stated)	-3.4	-14	-6	-1	1	0	107	-10	29
COc1ccc2oc(=O)c(C(=O)N3CCN(c4ccccc4)CC3)cc2c1	-0.6	1	2	-2	4	12	94	3	4
O=C(NNC(=O)c1nn(-c2ccc(F)cc2)ccc1=O)Nc1cccc(Cl)c1	-0.1	21	16	3	/	1	100	-3	18
CC1CN(C(=O)c2cc3ccccc3oc2=O)CC(C)O1 (configuration not stated)	1.5	8	-6	8	-2	1	82*[inhibitor]	-1	-8
CC(C)(C)N1CC2([N+](=O)[O-])CN(C(C)(C)C)CC([N+](=O)[O-])(C1)C2	167*	-122	-9	1	5	2	110	-1	-5
COc1ccc2[nH]c3c(=O)n4c(nc3c2c1)SCC4	-0.5	35	-10	4	1	1	100	5	-16
COc1ccc(CN(C)S(=O)(=O)c2nnc(NC(=O)c3ccc(C)cc3)s2)cc1OC	0.8	20	-5	-1	-2	2	103	-1	53
Cc1cc([N+](=O)[O-])ccc1NC(=O)/C=C/c1cccs1	-0.4	-2	0	0	6	-5	99	0	-1
COc1ccccc1N1CCN(CCCC(=O)c2ccc(F)cc2)CC1	-0.1	-1	-8	0	2	-9	102	-4	-5
CC(=O)NC1C(=O)N(CCN2CCOCC2)c2ccc(C)cc21 (configuration not stated)	10	-16	-3	-3	-2	2	90	/	/
O=c1cc(O)nc(SCc2ccccc2)n1-c1ccc(F)cc1	0.2	-21	-6	1	1	-3	104	-5	48
Cc1ccc(NC(=O)CSc2nc3c(c(=O)[nH]2)CCC3)cc1C	-1.0	-2	-2	-1	5	7	91	-6	26
COc1ccccc1CNC(=O)CN1C(=O)CSc2ccc(S(=O)(=O)N3CCCC3)cc21	-3.9	17	-6	-2	3	1	105	3	-1
O=C(CSc1ccccc1C(=O)O)NCc1ccco1	-0.2	-2	-9	3	15	4	101	-1	4
Clc1ccc(CSc2nnc(-c3ccccn3)n2Cc2ccco2)c(Cl)c1	0.7	17	-5	4	3	-10	100	4	33
CCc1ccccc1NC(=O)N1C2CCCC1CC(NC(=O)C(C)(C)C)C2 (configuration not stated)	0.5	20	-12	0	1	-2	102	-1	6
Cc1noc(C)c1C(=O)OCC(=O)Nc1cc(Cl)ccc1Oc1ccccc1	4.5	42	-7	-2	-2	-13	104	-6	-7
CC1(C)CCC(=O)N(c2ccc(OC(F)(F)F)cc2)C1=O	-3.8	21	0	3	4	-4	96	-7	33
Cc1nn(Cc2ccccc2Cl)c(C)c1NC(=O)/C=C/c1cnn(C)c1	-0.5	20	-1	-1	-2	2	102	-4	16
COc1ccc(CNC(=O)COC(=O)Cc2ccsc2)cc1	-0.2	-20	-4	-1	4	13	102	-3	37
CN1CCN(C2=Cc3ccc(Cl)cc3Sc3ccc(F)cc32)CC1	7.5	-10	-24	3	4	-11	114	-12	8
Cc1noc(C)c1COC(=O)COc1cccc2c1OC(C)(C)C2	-0.7	-10	-2	-2	3	7	97	5	-5
COc1ccc(CCNC(=O)C(=O)NCC2CCCN2S(=O)(=O)c2cccs2)cc1OC (configuration not stated)	-2.4	11	/	7	-3	-10	/	-4	/
CCCCN(C(=O)C1CC(=O)N(c2ccc(OC)cc2OC)C1)c1c(N)n(CC(C)C)c(=O)[nH]c1=O (configuration not stated)	1.6	-16	-8	5	6	-4	104	-1	0
O=C(c1ccccc1)N1CCN(C(=O)c2ccc3c(c2)OCCO3)CC1	3.4	14	-6	-2	2	-5	/	-1	37
CCOc1cc(C(=O)N/N=C/c2ccsc2)cc(OCC)c1OCC	-2.0	-1	-14	0	-1	-9	100	-5	7
CC(=O)C1=C(C)NC2=C(C(=O)c3ccccc32)C1c1ccccc1 (configuration not stated)	1.2	-11	-4	-3	3	6	111	-2	-20
CN(C)CCCN1c2ccccc2CCc2ccc(Cl)cc21	1.0	-11	5	2	7	-17	77	/	-1
CCC(C)Sc1nnc(CNC(=O)C23CC4CC(CC(C4)C2)C3)n1C1CCCCC1 (configuration not stated)	-1.2	-35	3	3	10	4	109	-7	-17
CCOc1ccc(S(=O)(=O)N2CCOCC2)cc1NC(=O)CSCC(=O)Nc1ccc(C)cc1	-0.8	-7	5	5	-1	-1	98	-3	38
CCn1c(SCC(=O)N(C)C)nc2cc(S(=O)(=O)N3CCCCC3)ccc21	2.5	-4	/	-1	6	-1	/	0	/
Cc1c(C(=O)N2CCCCC2)sc(NC(=O)c2ccco2)c1C#N	6.7	6	-3	1	2	6	100	-5	2
Cc1cc(C2=NNC(=Nc3ccc(S(=O)(=O)N4CCOCC4)cc3)SC2)c(C)n1C	0.3	12	0	-3	1	-2	105	-5	-34
CCc1ccccc1NS(=O)(=O)Cc1ccccc1	-0.3	-5	1	-1	3	-2	100	-9	4

New compounds follow:
SMILES	CRFR2-BP ag	CRFR2-BP antag	p-CIP stab down	IDE cell inh	IDE act	M4 PAM	MEKK3 PB1 HTS	GalR3 antagonist	PHOSPHO1 block
O=C(NCc1cccc(F)c1)C1CCN(C(=O)c2sccc2-n2cccc2)CC1	-0.1	-6	-11	4	-3	6	102	-3	-24
O=C(COc1c(Br)cc(Br)cc1Br)N/N=C/c1ccco1	-0.7	7	-6	/	-3	6	94	/	-21
COC(=O)CSCC(=O)Nc1cc2c(cc1C(C)=O)OCO2	3.9	-7	-7	0	2	10	101	-1	15
C=CCc1cc(C=O)cc(OCC)c1OCc1ccc(Cl)cc1	1.4	-35	6	-2	2	11	114	-4	-19
CC1(c2ccccc2)NC(=O)N(CC(=O)NNC(=O)c2cccc(Cl)c2)C1=O (configuration not stated)	1.3	-13	/	9	2	14	/	1	/
Cc1c(CC(=O)N[C@@H](CCCNC(N)=O)C(=O)O)c(=O)oc2cc3oc4c(c3cc12)CCCC4	/	/	0	12	1	1	104	-7	19
CSc1ccccc1NC(=O)c1ccccn1	-2.4	12	7	-5	0	3	105	-5	-7
CSc1ncc(C(=O)Nc2ccc(Br)cn2)c(C)n1	-0.2	-35	1	/	0	-5	97	-7	26
O=C(CN1C(=O)NC2(CCCCCC2)C1=O)c1ccccc1	-0.8	-16	3	3	0	0	105	2	38
Cc1ccc2cc(NC(=O)c3ccc(C(C)(C)C)cc3)ccc2n1	1.7	-23	-5	3	-5	11	104	-10	15
Cc1nn(-c2ccccn2)c2c1C(=O)C(Br)CC2 (configuration not stated)	-1.2	18	4	/	2	10	96	/	-30
COC(=O)c1cc(OC)c(OC)cc1NC(=S)N1CCCC1	-2.7	9	-13	-1	4	0	102	-2	37
Nc1c(-c2ccccc2)cnn1-c1cccc(C(F)(F)F)c1	3.0	-29	-8	-4	3	5	107	1	45
OC(CN1C2=NCCN2c2ccccc21)c1ccc2c(c1)OCO2 (configuration not stated)	3.1	52*	-9	1	3	9	/	-4	4
c1ccc(-c2nc[nH]c2-c2ccccc2)cc1	-1.7	-32	-23&-4	16	-15	9	97&98	-6	6&-6

Results in p-CIP stab down, for some of the entries so far:
structure	p-CIP stab down
COC(=O)CSCC(=O)Nc1cc2c(cc1C(C)=O)OCO2	-7
C=CCc1cc(C=O)cc(OCC)c1OCc1ccc(Cl)cc1	6
